Compound activity as filed in PubChem BioAssay.
Peg3 promoter = inhibitors of Peg3 promoter; HeLa PEG-Prom luciferase reporter, luminescence, overnight; inhibition, % at 20 µM; 360,000 compounds, 1.7% hits;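 active = inhibition of at least 50% at 20 µM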
KKLEB tox = reduces viability of KKLEB cystic fibrosis airway cells; KKLEB CF airway cells viability, ATPlite luminescence, overnight; stronger effect = lower value; cells stimulated with P. aeruginosa culture filtrate; activity change (cytotoxicity), % at 5 µM; 360,000 compounds, 0.36% hits; AID 602141;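 active = corrected activity change at or below -50% at 5 µM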
NR2E3 ag-1 = activates human NR2E3 receptor; CHO-S Gal4-NCOR/VP16-NR2E3 two-hybrid, luciferase; AID 602229; 360,000 compounds, 0.35% hits; inhibition of corepressor binding, % at 3.98 µM; Q9Y5X4;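 active = inhibition above the mean of all tested compounds plus 3 SD, cut at about 70% in these data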;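 also: 0% = DMSO with NR2E3 transfected cells and 100% = cells lacking NR2E3 construct; higher means lower luciferase signal from less NR2E3 corepressor binding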
Target sequence (Q9Y5X4 whole entry, looked up, the tested form may be a part): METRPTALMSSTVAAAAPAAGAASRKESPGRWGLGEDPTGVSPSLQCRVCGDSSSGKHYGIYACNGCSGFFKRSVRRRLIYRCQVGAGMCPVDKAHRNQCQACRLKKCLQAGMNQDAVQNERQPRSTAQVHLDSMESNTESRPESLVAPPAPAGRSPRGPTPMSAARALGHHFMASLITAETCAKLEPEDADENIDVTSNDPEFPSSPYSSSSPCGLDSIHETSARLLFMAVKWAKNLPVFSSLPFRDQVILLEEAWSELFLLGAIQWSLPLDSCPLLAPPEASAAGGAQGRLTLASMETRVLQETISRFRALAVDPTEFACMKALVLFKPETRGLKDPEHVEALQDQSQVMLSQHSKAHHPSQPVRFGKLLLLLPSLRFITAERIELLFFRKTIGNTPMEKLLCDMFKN
Shn3 inh set2 = reduces Shn3 3'UTR luciferase signal in osteoblasts. 360,000 compounds, 0.52% hits. Clone20 osteoblast Shn3 3'UTR firefly luciferase, 24 h. inhibition, % at 12.5 µM;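 active = mean inhibition of at least 75% with every replicate also reaching 75%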;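 also: 0% = median of neutral control wells and 100% = pilot-screen positive control compound; some compounds past the cut are filed as inactive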
CF NFkB block = cystic fibrosis NF-kB activation inhibition; KKLEB NF-kB-GFP reporter, PAF-induced, GFP fluorescence overnight; inhibition, % at 5 µM; 360,000 compounds, 0.86% hits; AID 588850;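 active = at least 50% inhibition at 5 µM, scaled per plate between neutral and stimulator controls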;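 also: PAF is a Pseudomonas aeruginosa culture filtrate used as stimulus; plate controls were PAF-stimulated DMSO wells for no effect and unstimulated DMSO wells for full effect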
HIF-2a inh = blocks HIF-2a reporter activity; inhibition, % at 18.8 µM; 786-0 RCC cells HIF-2a reporter, luciferase luminescence, overnight; 360,000 compounds, 0.72% hits;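 active = inhibition of the luminescence signal of 40% or more relative to plate controls, in a single-dose primary screen at 18.75 µM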
Vif imaging = inhibitors of HIV Vif; HEK293T cells, Vif self-association by quenched fluorescence, imaging, 24 h; inhibition, % at 7.49 µM; 340,000 compounds, 0.35% hits; in the data active = inhibition above about 50%, passing the limit was not always enough; also: some results filed as inactive read as strong as hits
NR2E3 ag-2 = NR2E3 (human) agonism; Q9Y5X4; GST-NR2E3/biotin-RetCOR TR-FRET, 1536-well; inhibition of corepressor binding, % at 4.78 µM; 320,000 compounds, 0.12% hits; AID 2300;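 active = percent inhibition above the cutoff of mean plus 3 SD of all tested compounds, set per screening campaign, cut at about 20% in these data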;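 also: 0% = DMSO wells and 100% = biotin wells as full block of FRET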
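System: GST-tagged NR2E3 plus biotinylated RetCOR corepressor; Amount: 1.35 nM GST-tagged NR2E3 final; Dosing: single nominal compound dose of 4.8 µM; Schedule: 5 h incubation at 4 °C; Technique: TR-FRET with europium anti-GST and streptavidin-D2, 340 nm excitation; Controls: biotin wells as high control, 0.6% DMSO wells as low control.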
PDI turbidity = PDI (human) enzyme inhibition; PDI insulin aggregation turbidity, A650, 90 min; P07237; inhibition, % at 10 µM; 350,000 compounds, 0.052% hits;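 active = mean inhibition across replicates of 30% or more, whatever share of single replicates reach that level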;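 also: absorbance from insulin aggregation driven by PDI reduction with DTT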
Target sequence (P07237 whole entry, looked up): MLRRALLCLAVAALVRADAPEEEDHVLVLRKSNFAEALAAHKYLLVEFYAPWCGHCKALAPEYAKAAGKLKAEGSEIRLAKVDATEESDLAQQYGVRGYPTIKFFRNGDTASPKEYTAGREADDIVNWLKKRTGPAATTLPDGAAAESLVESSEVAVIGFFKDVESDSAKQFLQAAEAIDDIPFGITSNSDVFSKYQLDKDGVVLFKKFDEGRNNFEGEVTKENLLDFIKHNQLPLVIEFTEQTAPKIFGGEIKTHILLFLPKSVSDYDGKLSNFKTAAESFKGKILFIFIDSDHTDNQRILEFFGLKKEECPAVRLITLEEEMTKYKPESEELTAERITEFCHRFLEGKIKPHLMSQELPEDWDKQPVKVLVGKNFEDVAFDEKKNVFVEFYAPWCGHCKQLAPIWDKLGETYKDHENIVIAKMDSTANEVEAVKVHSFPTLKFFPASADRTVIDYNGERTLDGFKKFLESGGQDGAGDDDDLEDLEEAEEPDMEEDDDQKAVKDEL
CaV13 FRET inh = Disruptors of the CACNA1D IQ motif to Ca2+-dependent inactivation inhibitor domain association, primary screening, Förster resonance energy transfer in intact living …. HEK cells, CFP/YFP FRET ICDI-IQ, plate reader, 10 min; percent FRET-ratio fall versus neutral wells. inhibition, % at 12.3 µM. 340,000 compounds, 0.098% hits. AID 743397;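 active = mean replicate inhibition of at least 30% and at least 1% of replicates passing that level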;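 also: 0% = median of the neutral control wells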
TRPM1 prom inh = MITF TRPM1 promoter inhibition in SK-MEL-5 cells; SK-MEL-5 TRPM1 promoter luciferase, 24 h; inhibition, % at 12.5 µM; 330,000 compounds, 0.83% hits; AID 488899;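 active = mean inhibition across replicates of 60% or more, whatever share of single replicates reaches that level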; also: values of inactives mirror those of a sister screen read the other way
The depositor's hits bear a star.

Screening O=C(Oc1cccc(NC2=NS(=O)(=O)c3ccccc32)c1)c1ccncc1 returned Peg3 promoter 7, KKLEB tox -12, NR2E3 ag-1 -17, Shn3 inh set2 11, CF NFkB block 2, HIF-2a inh 7, Vif imaging -9, NR2E3 ag-2 -3, PDI turbidity 4, CaV13 FRET inh -3 and TRPM1 prom inh -13.
`COc1ccccc1C(=O)N1C(CC(=O)Nc2ccc(C)c(C)c2)C(=O)NC2CCCCC21` (configuration not stated) gave Peg3 promoter 24, KKLEB tox 25, NR2E3 ag-1 -21, Shn3 inh set2 -54, CF NFkB block -2, HIF-2a inh 13, Vif imaging -4, NR2E3 ag-2 2, PDI turbidity 6, CaV13 FRET inh -15 and TRPM1 prom inh 19.
Cc1onc(-c2ccccc2)c1-c1ccnn1C(=O)NC(C)C was read as Peg3 promoter 9, KKLEB tox 10, NR2E3 ag-1 10, Shn3 inh set2 21, CF NFkB block 26, HIF-2a inh 6, Vif imaging -13, NR2E3 ag-2 1, PDI turbidity -2, CaV13 FRET inh -5 and TRPM1 prom inh 1.
Screening Cc1cc(C)c(C)c(S(=O)(=O)NCc2ccc(C(=O)NCC3CCCO3)cc2)c1C (configuration not stated) returned Peg3 promoter 12, KKLEB tox -9, NR2E3 ag-1 20, Shn3 inh set2 -9, CF NFkB block 19, HIF-2a inh 6, Vif imaging -7, NR2E3 ag-2 2, PDI turbidity 2, CaV13 FRET inh -6 and TRPM1 prom inh -3.
CC(=O)Nc1ccc(S(=O)(=O)N2CCCN(c3nc(C)cc(C)c3C#N)CC2)cc1 was read as Peg3 promoter -1, KKLEB tox 0, NR2E3 ag-1 -1, Shn3 inh set2 0, CF NFkB block 9, HIF-2a inh 6, Vif imaging -2, NR2E3 ag-2 1, PDI turbidity -4, CaV13 FRET inh -5 and TRPM1 prom inh 8.
Screening COc1ccc(CN(C)CC(=O)Nc2ccccc2C(F)(F)F)c(OC)c1 returned Peg3 promoter 3, KKLEB tox -1, NR2E3 ag-1 7, Shn3 inh set2 22, CF NFkB block -10, HIF-2a inh 6, Vif imaging 2, NR2E3 ag-2 -3, PDI turbidity 4, CaV13 FRET inh -14 and TRPM1 prom inh -2.
`Cc1cccc(C)c1NC(=O)CNC(=O)c1ccc(COc2ccccc2)cc1` gave Peg3 promoter -4, KKLEB tox 4, NR2E3 ag-1 14, Shn3 inh set2 -4, CF NFkB block -7, HIF-2a inh -13, Vif imaging -3, NR2E3 ag-2 4, PDI turbidity -7, CaV13 FRET inh -6 and TRPM1 prom inh -18.
For O=C(Nc1ccc(N2CCOCC2)cc1)C1(S(=O)(=O)c2ccccc2)CC1 the results were Peg3 promoter -7, KKLEB tox -8, NR2E3 ag-1 -6, Shn3 inh set2 9, CF NFkB block 1, HIF-2a inh -1, Vif imaging -4, NR2E3 ag-2 2, PDI turbidity -2, CaV13 FRET inh -4 and TRPM1 prom inh 2.
`CCCSCCCNC(=O)Cn1cc2c(n1)CCC(C)C2` (configuration not stated) gave Peg3 promoter -2, KKLEB tox 4, NR2E3 ag-1 -34, Shn3 inh set2 -1, CF NFkB block -6, HIF-2a inh 6, Vif imaging -1, NR2E3 ag-2 3, CaV13 FRET inh -2 and TRPM1 prom inh 1.
`O=C(CC12CC3CC(CC(C3)C1)C2)Nc1c(F)cccc1F` gave Peg3 promoter 4, KKLEB tox -2, NR2E3 ag-1 -14, Shn3 inh set2 -4, CF NFkB block 5, HIF-2a inh 14, Vif imaging 13, NR2E3 ag-2 2, PDI turbidity 20 and TRPM1 prom inh 0.
Screening C=C1CCN(C(C)C(=O)O)S(=O)(=O)c2ccccc21 (configuration not stated) returned Peg3 promoter -22, KKLEB tox 7, NR2E3 ag-1 19, Shn3 inh set2 -13, CF NFkB block -8, HIF-2a inh 3, Vif imaging 4, NR2E3 ag-2 5, PDI turbidity -1, CaV13 FRET inh -10 and TRPM1 prom inh -16.
For CCCc1cc(=O)oc2c3c(cc(OCC(=O)NCCN4CCOCC4)c12)OC(C)(C)CC3 the results were Peg3 promoter -6, KKLEB tox -9, NR2E3 ag-1 -25, Shn3 inh set2 -9, CF NFkB block 10, HIF-2a inh 25, Vif imaging -2, NR2E3 ag-2 1 and TRPM1 prom inh 7.
For COc1cccc(-c2coc3c(C)c4oc(=O)c(CC(=O)O)c(C)c4cc23)c1 the results were Peg3 promoter 10, KKLEB tox 6, NR2E3 ag-1 -31, Shn3 inh set2 -12, CF NFkB block -29, HIF-2a inh 17, Vif imaging -7, NR2E3 ag-2 3, PDI turbidity -3, CaV13 FRET inh -4 and TRPM1 prom inh -5.
For COCCN(C(=O)CSc1nc(N)cc(=O)[nH]1)c1c(N)n(Cc2ccccc2)c(=O)[nH]c1=O the results were Peg3 promoter -10, KKLEB tox -5, NR2E3 ag-1 -22, Shn3 inh set2 0, CF NFkB block 22, HIF-2a inh 2, Vif imaging -3, NR2E3 ag-2 -1, PDI turbidity 0, CaV13 FRET inh -2 and TRPM1 prom inh -8.
COc1ccc(OC)c(NC(=O)c2ccc(NS(=O)(=O)c3c(C)noc3C)cc2)c1 was read as Peg3 promoter 12, KKLEB tox -1, NR2E3 ag-1 -8, Shn3 inh set2 1, CF NFkB block 3, HIF-2a inh 7, Vif imaging 0, NR2E3 ag-2 2, PDI turbidity -2, CaV13 FRET inh -6 and TRPM1 prom inh 4.

As a working copy, some entries already given.
`Cc1cccc(C)c1NC(=O)CNC(=O)c1ccc(COc2ccccc2)cc1` gave Peg3 promoter -4, KKLEB tox 4, NR2E3 ag-1 14, Shn3 inh set2 -4, CF NFkB block -7, HIF-2a inh -13, Vif imaging -3, NR2E3 ag-2 4, PDI turbidity -7, CaV13 FRET inh -6 and TRPM1 prom inh -18.
For O=C(Nc1ccc(N2CCOCC2)cc1)C1(S(=O)(=O)c2ccccc2)CC1 the results were Peg3 promoter -7, KKLEB tox -8, NR2E3 ag-1 -6, Shn3 inh set2 9, CF NFkB block 1, HIF-2a inh -1, Vif imaging -4, NR2E3 ag-2 2, PDI turbidity -2, CaV13 FRET inh -4 and TRPM1 prom inh 2.
`CCCSCCCNC(=O)Cn1cc2c(n1)CCC(C)C2` (configuration not stated) gave Peg3 promoter -2, KKLEB tox 4, NR2E3 ag-1 -34, Shn3 inh set2 -1, CF NFkB block -6, HIF-2a inh 6, Vif imaging -1, NR2E3 ag-2 3, CaV13 FRET inh -2 and TRPM1 prom inh 1.
`O=C(CC12CC3CC(CC(C3)C1)C2)Nc1c(F)cccc1F` gave Peg3 promoter 4, KKLEB tox -2, NR2E3 ag-1 -14, Shn3 inh set2 -4, CF NFkB block 5, HIF-2a inh 14, Vif imaging 13, NR2E3 ag-2 2, PDI turbidity 20 and TRPM1 prom inh 0.

Following part:
For COc1ccc2nc(NCc3ccc(OC)c(OC)c3OC)sc2c1 the results were Peg3 promoter -54, KKLEB tox -2, NR2E3 ag-1 9, Shn3 inh set2 4, CF NFkB block 18, HIF-2a inh -41, Vif imaging 3, PDI turbidity -3, CaV13 FRET inh -6 and TRPM1 prom inh -2.
For Cc1ccc(/C(N)=N/OC(=O)C23CC4CC(CC(C4)C2)C3)cc1 the results were Peg3 promoter -150, KKLEB tox -5, NR2E3 ag-1 -2, Shn3 inh set2 -83, CF NFkB block 0, HIF-2a inh -132, Vif imaging -2, NR2E3 ag-2 5, PDI turbidity 7, CaV13 FRET inh -5 and TRPM1 prom inh -57.
For O=C(c1ccncc1)N1CCN(C(=O)c2cccs2)CC1 the results were Peg3 promoter 7, KKLEB tox 10, NR2E3 ag-1 -20, Shn3 inh set2 10, CF NFkB block 0, HIF-2a inh -10, Vif imaging 5, NR2E3 ag-2 -1, PDI turbidity -7, CaV13 FRET inh 1 and TRPM1 prom inh 2.
For O=C(NCc1ccc2c(c1)OCO2)c1ccc(CS(=O)Cc2ccc(Cl)cc2)o1 (configuration not stated) the results were Peg3 promoter 8, KKLEB tox -12, NR2E3 ag-1 -7, Shn3 inh set2 13, CF NFkB block 9, HIF-2a inh 10, Vif imaging -7, NR2E3 ag-2 -2, PDI turbidity -11, CaV13 FRET inh -3 and TRPM1 prom inh 14.
`COC(=O)c1ccc(C2C(C(C)=O)=C(C)Nc3ncnn32)cc1` (configuration not stated) gave Peg3 promoter 4, KKLEB tox -15, NR2E3 ag-1 11, Shn3 inh set2 8, CF NFkB block 9, HIF-2a inh 17, NR2E3 ag-2 3, PDI turbidity -5 and CaV13 FRET inh -5.
`COc1ccc(C=O)cc1Cn1c(C)cc(C)c(C#N)c1=O` gave Peg3 promoter 51*, KKLEB tox -3, NR2E3 ag-1 -8, Shn3 inh set2 14, CF NFkB block 9, HIF-2a inh 16, Vif imaging 1, NR2E3 ag-2 3, PDI turbidity 1, CaV13 FRET inh -4 and TRPM1 prom inh 10.
For COc1ccc(NC2=CC(=O)CC(c3ccc(C)cc3)C2)c(OC)c1 (configuration not stated) the results were Peg3 promoter 19, KKLEB tox 5, NR2E3 ag-1 -5, Shn3 inh set2 0, CF NFkB block -3, HIF-2a inh 18, NR2E3 ag-2 -3, PDI turbidity -10 and TRPM1 prom inh 7.
Screening COc1ccc(OC)c(NC(=O)c2ccc(NC3=NC4CS(=O)(=O)CC4S3)cc2)c1 (configuration not stated) returned Peg3 promoter 2, KKLEB tox -6, NR2E3 ag-1 -8, Shn3 inh set2 -42, CF NFkB block -29, HIF-2a inh 8, Vif imaging 5, NR2E3 ag-2 2 and CaV13 FRET inh 2.
Screening CC(C)Oc1cccc(C(=O)NC(=S)Nc2ccc(N3CCN(C)CC3)cc2)c1 returned Peg3 promoter -41, KKLEB tox -20, NR2E3 ag-1 -28, Shn3 inh set2 12, CF NFkB block 7, HIF-2a inh -49, Vif imaging 19, NR2E3 ag-2 1, PDI turbidity -2, CaV13 FRET inh -4 and TRPM1 prom inh -30.
Screening Cc1nc2ccccc2c(=O)n1/N=C/c1ccc(OC(F)F)cc1 returned Peg3 promoter -25, KKLEB tox 10, NR2E3 ag-1 -35, Shn3 inh set2 -31, CF NFkB block -7, HIF-2a inh -65, Vif imaging -5, NR2E3 ag-2 -3, PDI turbidity 12, CaV13 FRET inh -20 and TRPM1 prom inh -12.
CCCn1c(=N)n(CC(=O)c2ccco2)c2ccccc21 was read as Peg3 promoter 15, KKLEB tox -1, NR2E3 ag-1 -12, Shn3 inh set2 1, CF NFkB block 9, HIF-2a inh -9, Vif imaging 7, NR2E3 ag-2 -1, PDI turbidity 0, CaV13 FRET inh -4 and TRPM1 prom inh 1.
